# Screens: PubChem BioAssay, several laboratories
# MC4R ag barr = MC4R agonists recruiting beta-arrestin, primary screen, cell-based, luminescence, agonist arm of biased-ligand search; AID 540308, 2011; U2OS MC4R beta-arrestin complementation; percent of melanotan II response, DMSO zero; activation, % at 8.9 µM; actives 0.98% (n = 360,000);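 active = activation above a per-plate cutoff, the mean activation of sample wells on that plate plus 3 SD, cut at about 8% in these data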
# Target sequence (P32245 whole entry, looked up): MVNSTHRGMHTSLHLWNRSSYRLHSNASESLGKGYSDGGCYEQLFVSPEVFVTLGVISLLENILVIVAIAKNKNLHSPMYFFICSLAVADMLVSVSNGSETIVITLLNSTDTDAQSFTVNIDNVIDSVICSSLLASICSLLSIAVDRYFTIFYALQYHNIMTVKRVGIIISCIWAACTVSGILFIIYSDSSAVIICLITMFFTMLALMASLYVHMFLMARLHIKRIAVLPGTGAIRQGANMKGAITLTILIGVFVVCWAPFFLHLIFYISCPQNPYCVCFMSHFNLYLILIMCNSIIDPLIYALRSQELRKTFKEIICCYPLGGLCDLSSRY
# Cardio protect = cardioprotection against H2O2-induced cell death, primary screen, uHTS, H9c2 cells, ATPLite luminescence. actives 0.63% (n = 360,000). H9c2 cardiomyocytes, H2O2 injury protection, 2 h. protection from H2O2 cell death, % at 20 µM. AID 588492, 2011;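 active = compounds giving at least 50% protection of heart cells from peroxide-induced death in the single-dose screen, raw or plate-pattern-corrected value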;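 also: 0% = DMSO wells with peroxide and 100% = DMSO wells without peroxide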
# PDI inh = inhibitors of human PDI, primary screen, biochemical, turbidity, single point, plate reader; Protein disulfide-isomerase (Homo sapiens), P07237; PDI insulin aggregation turbidity, A650, 90 min; inhibition, % at 10 µM; actives 0.052% (n = 350,000); AID 588391, 2011;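 active = mean inhibition across replicates of 30% or more, whatever share of single replicates reach that level; inconclusive = mean inhibition below 30% while every single replicate reaches 30%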;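 also: absorbance from insulin aggregation driven by PDI reduction with DTT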
# ABCB6 inh 2 = ABCB6 transporter inhibitors, primary screen, K562-ABCB6 cells, flow cytometry, MLPCN library; fluorescence ratio to DMSO, % at 10 µM; ATP-binding cassette sub-family B member 6 (Homo sapiens), Q9NP58; actives 0.19% (n = 360,000); K562-ABCB6 porphyrin accumulation, 1 h; stronger effect = lower value;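 active = fluorescence ratio to DMSO below 75%, the collection mean minus 3 SD; inconclusive = too few cells collected in the well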;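 also: signal is porphyrin accumulated inside mitochondria; 100% equals median channel fluorescence of DMSO control wells; lower ratio means ABCB6 inhibition with less porphyrin fluorescence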
# MC4R antagonist = MC4R antagonists of cAMP signaling, primary screen, cell-based, TR-FRET, antagonist arm of biased-ligand search; Melanocortin receptor 4 (Homo sapiens), P32245; MC4R-expressing cells, MTII-stimulated cAMP, LANCE TR-FRET; inhibition, % at 6.5 µM; actives 0.48% (n = 360,000);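 active = inhibition above its plate's cutoff, the mean of tested wells on that plate plus 3 SD, cut at about 29% in these data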;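 also: 0% = Melanotan II alone and 100% = Melanotan II plus saturating MCL0020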
#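 Test system: U2OS cells stably expressing human melanocortin 4 receptor (MC4R); also added: Melanotan II challenge; compound: 6.5 µM single dose; timing: 30-min compound preincubation, 1-h Melanotan II challenge, 1-h detection, room temperature; signal: Eu-cAMP/anti-cAMP TR-FRET, emission 671 nm; repeats: one well per compound, no replicates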
# Vif imaging = HIV Vif self-association inhibitors, primary screen, imaging, HEK293T, single point; inhibition, % at 7.49 µM; actives 0.35% (n = 340,000); AID 602346, 2012; HEK293T cells, Vif self-association by quenched fluorescence, 24 h; in the data active = inhibition above about 50%, passing the limit was not always enough; inconclusive = no clear call, values can overlap the other calls; inactive = below about 31%; also: some results filed as inactive read as strong as hits
# aDG glyco act = activators of alpha-DG glycosylation, primary screen, uHTS, Pro5-aDG cells, AlphaScreen. alpha-DG glycosylation AlphaScreen (IIH6); 0% Pro5, 100% B10-LARGE cell signal. activation, % at 10 µM. actives 0.22% (n = 360,000);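 active = activation of at least 8% versus controls, or a plate z-score of at least 8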;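 also: Pro5 are CHO cells carrying HIG-tagged alpha-DG that lacks glycosylation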
# Glyco luc inh = increase of ERlucT glycosylation luciferase signal, primary screen, N-linked glycosylation inhibitor project, D54 ERlucT cells, luminescence, set 2; reporter increase, % at 12.5 µM; actives 0.23% (n = 360,000); D54 ERlucT glycosylation luciferase reporter, 24 h; percent of 100 nM tunicamycin response;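 active = mean luciferase reporter signal, scaled so untreated is 0 and the glycosylation-blocking control 100, at or above a set limit in every replicate; inconclusive = mean reaches the limit but not every replicate does; inactive = mean below the limit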;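 also: luciferase carries N-glycosylation sites so blocking glycosylation raises the light; 0% = median of neutral control wells and 100% = median of 100 nM tunicamycin wells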
# CaV13 FRET inh = Primary screen for inhibitors of IQ motif and Ca2+-dependent inactivation inhibitor domain binding in CACNA1D, Förster resonance energy transfer in living cells, …. HEK cells, CFP/YFP FRET ICDI-IQ, plate reader, 10 min; percent FRET-ratio fall versus neutral wells. inhibition, % at 12.3 µM. actives 0.098% (n = 340,000). AID 743397;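 active = mean replicate inhibition of at least 30% and at least 1% of replicates passing that level; inconclusive = only one of the two criteria is met; inactive = neither criterion is met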;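 also: 0% = median of the neutral control wells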
# m5-HT2A agonist = mouse Htr2a agonists via beta-arrestin recruitment, primary screen, cell-based, luminescence; actives 0.66% (n = 360,000); CHO-K1 mHTR2A beta-arrestin complementation; percent of 30 µM serotonin response; activation, % at 7.6 µM; AID 624169, 2012;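 active = activation above a run cutoff, the mean activation of all tested compounds plus 3 SD, cut at about 14% in these data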;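 also: 0% = plate median of compound wells and 100% = 30 µM serotonin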
# Target sequence (P35363 whole entry, looked up): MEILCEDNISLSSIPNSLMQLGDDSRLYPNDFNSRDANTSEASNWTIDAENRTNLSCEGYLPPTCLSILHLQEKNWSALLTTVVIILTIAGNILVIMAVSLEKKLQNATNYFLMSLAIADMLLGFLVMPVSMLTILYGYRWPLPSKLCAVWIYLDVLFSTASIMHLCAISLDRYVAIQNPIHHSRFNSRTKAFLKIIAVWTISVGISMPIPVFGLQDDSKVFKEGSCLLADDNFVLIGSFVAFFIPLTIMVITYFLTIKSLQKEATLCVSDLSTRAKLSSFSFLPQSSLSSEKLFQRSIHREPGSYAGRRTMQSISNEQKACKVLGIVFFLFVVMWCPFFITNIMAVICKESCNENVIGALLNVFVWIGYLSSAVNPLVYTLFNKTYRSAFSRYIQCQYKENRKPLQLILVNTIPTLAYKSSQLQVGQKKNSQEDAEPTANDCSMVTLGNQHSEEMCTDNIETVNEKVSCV
# Numbers without * were called inactive; u = inconclusive; x = no result given.
SMILES,MC4R ag barr,Cardio protect,PDI inh,ABCB6 inh 2,MC4R antagonist,Vif imaging,aDG glyco act,Glyco luc inh,CaV13 FRET inh,m5-HT2A agonist
Cc1cc(C)cc(OCC(=O)OCC(=O)N2CC(=O)Nc3ccccc32)c1,-1.9,-2,-1,96,16,4,0.0,2,-2,-5
CCC(NC(=O)c1ccccc1NC(=O)c1ccco1)C(=O)NC1CCCCC1 (stereo unspecified),-3.0,9,10,115,-1,-9,0.0,-1,x,-2
O=C(Cc1cccs1)Nc1ccc(F)cc1,-0.9,-1,7,100,5,2,0.0,2,-2,3
c1coc(-c2ccnc3ncnn23)c1,-1.6,11,-4,98,5,3,0.4,-1,-5,4
CN(CCOc1ccc(Cl)cc1)CC(=O)Nc1ccc(OC(F)F)cc1,-0.8,-11,1,102,3,-10,0.0,1,-2,-5
CC(C)OCC(O)CSc1ccccn1 (stereo unspecified),-0.2,4,-4,98,0,-4,-0.1,2,x,3
N#Cc1ccc(OCC(=O)Nc2cc(S(=O)(=O)N3CCOCC3)ccc2N2CCOCC2)cc1,0.1,-5,3,94,10,-1,0.0,2,4,-2
Cn1c(CC(=O)Nc2ccccc2)n[nH]c1=S,-2.2,-1,-2,100,9,13,-0.1,3,-2,7
Cc1cc(NC(=O)c2sccc2C)n(-c2nc3ccccc3[nH]2)n1,-1.2,24,-19,94,-15,-4,-0.6,14,-6,2
Cc1ccc2nc(SCC(=O)NCc3cccs3)[nH]c2c1,-1.4,0,-1,97,1,-5,-0.2,0,-20,-4
CC(NC(=O)Cn1nc(C(F)(F)F)c2c1CCC2)c1ccccc1 (stereo unspecified),-1.2,-3,-3,95,15,x,0.1,-1,x,-3
Cc1ccc(Cc2cnc(NC(=O)/C(C#N)=C/c3ccc(-c4ccc([N+](=O)[O-])cc4)o3)s2)cc1,-1.0,6,-7,155,2,89*,0.1,2,-5,0
CC(C)COc1ccc(/C(=N/O)c2ccccc2)cc1,4.3,-16,-3,87,5,15,0.3,-2,x,-2
CC1(C(=O)NS(=O)(=O)c2ccc(Cl)cc2)CCN1C(=O)C1(c2ccccc2)CCCC1 (stereo unspecified),-2.4,6,3,101,9,-3,-0.3,-2,-4,4
CC(C)Cc1nnc(N)s1,-2.2,-1,6,99,4,22,-0.2,0,-6,1
CCOC(=O)[C@H]1[C@H]2COc3ccc(Br)cc3[C@H]2N2C(=O)CN(CCc3c[nH]c4ccccc34)C(=O)[C@@]12C,1.4,10,-5,98,5,14,-0.1,0,-11,9
CNc1ncnc2c1ncn2[C@H]1CN(Cc2ccco2)C[C@@H](CO)O1,1.5,3,-4,103,11,4,0.3,0,-3,-6
COc1ccc(/C=C2\CCC(C3CCCC3)C2=O)c(OC)c1OC (stereo unspecified),0.1,-9,11,117,-3,-13,0.2,0,-19,-4
O=C(NCC1CCCO1)C1c2ccccc2Oc2ccccc21 (stereo unspecified),0.0,0,-1,98,22,-1,0.0,0,-2,1
Cc1cc(C)c(C)c(S(=O)(=O)Nc2ccccc2C(=O)NN2CCOCC2)c1C,-1.6,4,1,102,10,-13,-0.1,1,-4,-4
COC(=O)CSc1nnc(-c2ccc(S(=O)(=O)N3CCCCC3)cc2)o1,-1.9,4,0,100,33*,-4,-0.1,-1,-5,-1
CCOC(=O)c1c(NC(=O)CSc2cn(CC)c3ccccc23)sc2c1CCC2,0.1,-22,x,98,2,x,0.0,0,-6,0
CCOC(=O)C1=C(C)N(CCCC(=O)O)C(=O)NC1c1ccc(Cl)cc1Cl (stereo unspecified),0.8,2,-4,100,4,18,-0.1,2,-10,-7
CCOc1ccc(C(=S)N2CCCC2)cc1,-1.5,-5,u,97,3,-9,0.0,-2,-5,6
COc1ccc(NC(=O)CCN2C(=O)C3C4C=CC(C4)C3C2=O)cc1 (stereo unspecified),-1.2,0,-6,104,-4,6,0.0,4,-6,-1

# The final seven compounds of the section above open the next one:
SMILES,MC4R ag barr,Cardio protect,PDI inh,ABCB6 inh 2,MC4R antagonist,Vif imaging,aDG glyco act,Glyco luc inh,CaV13 FRET inh,m5-HT2A agonist
O=C(NCC1CCCO1)C1c2ccccc2Oc2ccccc21 (stereo unspecified),0.0,0,-1,98,22,-1,0.0,0,-2,1
Cc1cc(C)c(C)c(S(=O)(=O)Nc2ccccc2C(=O)NN2CCOCC2)c1C,-1.6,4,1,102,10,-13,-0.1,1,-4,-4
COC(=O)CSc1nnc(-c2ccc(S(=O)(=O)N3CCCCC3)cc2)o1,-1.9,4,0,100,33*,-4,-0.1,-1,-5,-1
CCOC(=O)c1c(NC(=O)CSc2cn(CC)c3ccccc23)sc2c1CCC2,0.1,-22,x,98,2,x,0.0,0,-6,0
CCOC(=O)C1=C(C)N(CCCC(=O)O)C(=O)NC1c1ccc(Cl)cc1Cl (stereo unspecified),0.8,2,-4,100,4,18,-0.1,2,-10,-7
CCOc1ccc(C(=S)N2CCCC2)cc1,-1.5,-5,u,97,3,-9,0.0,-2,-5,6
COc1ccc(NC(=O)CCN2C(=O)C3C4C=CC(C4)C3C2=O)cc1 (stereo unspecified),-1.2,0,-6,104,-4,6,0.0,4,-6,-1
Cc1ccc(CN2CCN(Cc3ccc4c(c3)OCCO4)CC2CCO)cc1 (stereo unspecified),-2.3,-4,5,99,5,16,0.1,1,3,0
Cc1ccc2oc(=O)c3cc(C(=O)NCCN4CCc5ccccc5C4)sc3c2c1,-1.2,48,x,104,7,1,-0.2,1,-2,-9
Clc1cc(Cl)cc(C2=NC(Cc3ccccc3)CO2)c1 (stereo unspecified),5.1,-6,-8,102,2,26,0.4,2,-12,-4
CC(C)(C)c1ccc(OCc2cnc(Cl)s2)cc1,9.3*,-17,-2,97,27,3,0.4,0,-1,4
O=C1CC(N2CCN(c3ccccc3Cl)CC2)C(=O)N1c1ccc(F)cc1 (stereo unspecified),-2.4,1,3,84,5,12,0.0,3,-5,-4
CCN(C(=O)c1ccc2c(=O)n3c(nc2c1)CCCCC3)c1ccc(F)cc1,0.1,-4,4,101,-2,-5,0.4,-2,-3,-1
CCOc1ncccc1C(=O)N(C)CC(=O)Nc1ccccc1SC,2.2,-5,2,104,2,-7,0.0,1,-8,5
COC(=O)c1ccc(C(=O)N2CCCC(Nc3ccc(C(C)C)cc3)C2)cc1 (stereo unspecified),-2.1,-6,6,99,-4,-2,0.2,4,-6,3
COc1ccc(NC(=O)COC(=O)c2cc(C)oc2C)cc1OC,-1.3,-2,-11,99,-5,32,0.2,1,-4,-1
O=C(OCc1c(Cl)cccc1Cl)c1ccccn1,-1.2,-7,-7,102,12,-7,0.0,1,-7,0
CSCCC(NC(=O)c1ccccc1Cl)C(=O)Nc1cccc(S(=O)(=O)N2CCCC2)c1 (stereo unspecified),0.7,1,-6,96,1,1,0.5,-1,-2,1
Cc1cc(=O)[nH]c(N/N=C/c2ccccn2)n1,0.3,47,-2,92,15,3,0.8,-12,-15,2
CC(C)NC(=O)Nc1ccc2c(c1)CC(=O)N([C@@H](C)CO)C[C@H](C)[C@@H](CN(C)C(=O)NC1CCCCC1)O2,-2.8,1,5,103,0,-7,0.1,1,-6,1
C=CCOc1ccc(/C=N/NC(C)=O)cc1OCC,0.4,7,0,91,10,-7,0.0,3,-5,-2
NC(=O)CC(NC(=O)c1ccccc1)c1ccc(N2CCC(N3CCCC3)CC2)c([N+](=O)[O-])c1 (stereo unspecified),-1.8,5,-7,99,0,3,0.0,2,-11,0
CCOc1cc(NC(=S)NCCCN2CCOCC2)c(OCC)cc1NC(=O)C1CC1,3.2,3,-2,104,-3,-3,-0.1,6,-5,3
Cc1ccc2c(c1)cc(CN(Cc1ccco1)C(=O)COc1ccccc1)c1nnnn12,0.4,6,2,100,6,-10,0.3,2,-5,2
Cc1ccc(/C=N/n2c(COc3ccccc3)n[nH]c2=S)s1,-0.3,-4,-12,99,3,-1,0.0,4,-5,-4
CN(C)C(=O)c1cccn(Cc2cccc(C(F)(F)F)c2)c1=O,-0.4,0,-17,95,25,-9,-0.1,-1,-7,0
Cc1nnc2n(C)c(=O)c3c4c(sc3n12)COC(C)(C)C4,4.9,-2,3,97,2,-5,0.1,2,-3,4
O=C(CSc1nnc(-c2cccc(Br)c2)o1)NCC1CCCO1 (stereo unspecified),1.7,-12,0,77,15,-1,1.1,0,13,-2
COCCCn1cc(CN2CC(N3CCN(CCO)CC3)CS2(=O)=O)nn1 (stereo unspecified),x,x,x,96,x,x,-0.1,x,-8,-1
Cn1c(SCC(=O)NC(=O)CN2CCCC2=O)nnc1-c1ccc(F)cc1,-2.9,4,12,99,7,2,-0.3,1,5,-2
COC(=O)c1cc(C(=O)Nc2ccc(C)cn2)cc([N+](=O)[O-])c1,1.5,1,0,110,5,-9,-0.1,0,-4,1
Cc1nn(C(C)c2n[nH]c(=S)n2-c2ccc(F)cc2)c(C)c1[N+](=O)[O-] (stereo unspecified),-0.9,6,5,93,-4,-4,0.1,4,-9,3
Cc1cc(=O)n(CC=C(Cl)Cl)c2ccccc12,1.6,-4,-2,86,-4,0,-0.1,1,-3,-1
